OX1R antag-1 = OX1R (HCRTR1) antagonists, primary screen, fluorescence, CHO/OX1R cells, Fluo-8 calcium, orexin A; Fluo-8 calcium fluorescence; 330,000 compounds, 0.43% hits; Orexin/Hypocretin receptor type 1 (Homo sapiens), O43613; AID 434989, 2010; inhibition, % at 5 µM;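 active = inhibition above its plate's threshold, mean inhibition of all tested compounds on the plate plus 3 SD, cut at about 37% in these data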;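 also: 0% = orexin A challenge wells and 100% = SB-334867-A antagonist wells; not every result past the cut was called active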
Target sequence (O43613 whole entry, looked up): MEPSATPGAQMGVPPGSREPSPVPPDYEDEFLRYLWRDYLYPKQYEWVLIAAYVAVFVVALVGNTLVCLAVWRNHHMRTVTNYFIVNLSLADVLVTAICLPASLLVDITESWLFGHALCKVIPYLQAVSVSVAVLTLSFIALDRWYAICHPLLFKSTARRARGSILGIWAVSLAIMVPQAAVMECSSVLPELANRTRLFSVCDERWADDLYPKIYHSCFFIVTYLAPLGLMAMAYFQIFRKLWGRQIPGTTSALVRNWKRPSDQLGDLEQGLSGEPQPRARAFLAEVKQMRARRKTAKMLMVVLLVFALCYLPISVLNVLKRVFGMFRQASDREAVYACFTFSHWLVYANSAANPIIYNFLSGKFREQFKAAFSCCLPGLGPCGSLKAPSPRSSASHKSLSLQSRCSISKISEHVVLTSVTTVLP
OX1R antag-2 = antagonists of human orexin 1 receptor (OX1R); AID 485270, 2010; 330,000 compounds, 1.8% hits; OX1R-expressing cells, FRET antagonist read-out; Orexin/Hypocretin receptor type 1 (Homo sapiens), O43613; inhibition, % at 6.6 µM; in the data active = inhibition mostly above about 38%, no sharp cut-off; inactive = mostly below about 40%;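 also: 0% = agonist challenge alone and 100% = reference antagonist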
* = called active by the depositor.

compound,OX1R antag-1,OX1R antag-2
COc1ccc(CCN2C(=O)CC(NNC(=O)c3cccc(O)c3)C2=O)cc1 (centres undefined),-1,-3
CCN(CC)S(=O)(=O)c1ccc(NN=c2c(=O)c3ccccc3c2=O)cc1,-17,2
CC(C)CC1NC(=O)N(CC(=O)N2c3ccccc3NC(=O)C2(C)C)C1=O (centres undefined),-25,12
O=C(c1ccc(F)cc1)N(NC(=O)C(O)(c1ccccc1)c1ccccc1)c1ccccc1,-25,5
COc1ccc(C(=O)NCC(=O)OCC(=O)N2CCN(S(=O)(=O)c3ccccc3)CC2)cc1,-13,4
N#CCSc1nnc(SCC#N)s1,13,2
COC(=O)C1=C(C)NC2=C(C(=O)CCC2)C1c1cccc(C)n1 (centres undefined),2,11
CSC1=C(C#N)C(=O)NC(c2ccc(Cl)cc2)S1 (centres undefined),-3,1
Cc1ccc(-n2nc3c(N4CCC(C(=O)N5CCC(C(N)=O)CC5)CC4)nnc(C)c3c2C)cc1,-23,15
COc1ccc(C2C(C#N)=C(N)N(c3cccnc3)C3=C2C(=O)CC(C)(C)C3)cc1OC (centres undefined),-16,7
CN(C)c1ccc(NC(=O)c2cccc(N3C(=O)CCC3=O)c2)cc1,-4,3
COc1cc(CN2CCC(CO)(CCOc3ccccc3)CC2)cc(OC)c1,-9,8
NC1=NC2(CCCCCC2)n2c(nc3ccccc32)N1,-8,7
COc1ccc(CC(=O)O/N=C(\N)c2ccncc2)cc1,-1,7
COc1ccccc1OCCn1cc(C(=O)O)c2ccccc21,-4,14
O=C(CCCc1nc2ccccc2s1)NC1CCOC1=O (centres undefined),13,7
CCCCc1c(C)[nH]c(C(=O)OCC)c1C,1,21
CCNC(=S)N(Cc1cc2cc(C)ccc2[nH]c1=O)C1CCCC1,-12,6
CCN1C(=O)CC(c2ccco2)Sc2ccccc21 (centres undefined),-4,-3
CC(=O)Nc1cccc(NC(=O)CSc2nccn2Cc2ccco2)c1,6,0
CCC(C)Sc1nnc(-c2c[nH]c3ccccc23)n1CCOC (centres undefined),-2,13
COc1ccccc1-c1ccc(SCc2cccc(F)c2)nn1,-9,25
COc1ccccc1NC(=O)Nc1nnc(CC(=O)Nc2cccc(C)c2)s1,-15,7
CCCCSc1nnc([C@@H](NC(=O)OC(C)(C)C)C(C)C)o1,-10,8
CN(CCC#N)C(=S)NC(=O)c1ccc(S(=O)(=O)N2CCOCC2)cc1,5,-7
Fc1ccc(/C=N/Nc2nc(-c3cccnc3)nc3ccccc23)cc1,-24,13
Cc1ccc(C(=O)NCC(=O)NC23CC4CC(CC(C4)C2)C3)cc1,-15,-2
CN(C)N=Nc1nc[nH]c1C(N)=O,-7,18
CCCCc1cc(=O)oc2cc(OCC(=O)Nc3cccnc3)c(Cl)cc12,-22,11
COc1cccc2cc(C(=O)NC(C)c3ccccc3)c(=O)oc12 (centres undefined),-32,7

Some of these compounds in order of length of the SMILES, smallest number first.
compound,OX1R antag-1,OX1R antag-2
NC1=NC2(CCCCCC2)n2c(nc3ccccc32)N1,-8,7
COc1ccc(CCN2C(=O)CC(NNC(=O)c3cccc(O)c3)C2=O)cc1 (centres undefined),-1,-3
CC(C)CC1NC(=O)N(CC(=O)N2c3ccccc3NC(=O)C2(C)C)C1=O (centres undefined),-25,12

(continued)
compound,OX1R antag-1,OX1R antag-2
COc1ccc(C)c(NC(=O)C2CC(=O)NC3=C2C(=O)CCC3)c1 (centres undefined),-9,5
CCCc1nc(-c2ccccc2O)n(-c2ccccc2)n1,9,19
COCCNc1c(-c2ccc(OC)cc2)nc2ccc(Cl)cn12,-31,43
Cc1ccc(/C=N/NC(=O)CSc2nc3nc(C)cc(C)n3n2)cc1,-23,37
CC1CC(C)(C)N(C(=O)CN2C(=O)CCC2=O)c2ccccc21 (centres undefined),-8,16
COc1ccc(N/C=C(\[N+](=O)[O-])S(=O)(=O)c2ccccc2)cc1,-27,-2
Cc1c(CCOC(=O)c2cc([N+](=O)[O-])ccc2Cl)sc[n+]1CCCCS(=O)(=O)[O-],-12,14
N#Cc1c(N)sc(=S)c2c1CCN(Cc1ccccc1)C2,-8,40
O=C(CCC(=O)c1ccc(Br)cc1)Nc1cccc(C(F)(F)F)c1,-23,14
CC(=O)c1sc(NC(=O)c2ccc(Cn3cc(Br)cn3)o2)nc1C,-26,12
Cc1ccc(S(=O)(=O)NCC(=O)N2CCN(c3ccccc3F)CC2)cc1,-29,11
O=C(NCCc1c[nH]c2ccc(Cl)cc12)c1cccnc1,12,20
Cc1cc(=O)n(-c2ccccc2Cl)[nH]1,-11,30
CCOC(=O)C1CCN(C(=O)c2cc(S(=O)(=O)N(C)C)ccc2N2CCCC2)CC1,-19,20
Cc1cc(NCCCn2ccnc2)n2ncc(-c3ccc(Cl)cc3)c2n1,-10,-1
Cc1cc(C)cc(C(=O)N2CCC3(CC2)NCCc2[nH]cnc23)c1,1,8
Cc1ccc(CN2CCCN(Cc3c(F)cccc3Cl)S2(=O)=O)cc1,-4,7
O=C(COc1coc(CN2CCc3ccccc3C2)cc1=O)Nc1ccc(Cl)cc1,-18,12
Cc1ccc(C(=O)NNC(=O)c2cc3ccccc3cc2O)cc1,-17,4
O=C(COc1cccc(C(F)(F)F)c1)NNC(=O)Cc1ccc(S(=O)(=O)N2CCOCC2)s1,-13,5
COc1ccc(-c2cnc(NCc3cc4c(cc3[N+](=O)[O-])OCO4)n2C)cc1,-19,22
COc1ccc(C(C)=O)cc1CSc1nnc(-c2ccncc2)o1,-20,-2
CCCN(C(=O)c1cccc(S(=O)(=O)N2CCCc3ccccc32)c1)C1CCS(=O)(=O)C1 (centres undefined),-4,10
N#Cc1ccsc1NC(=O)c1ccccn1,-7,1
CCN(CC)S(=O)(=O)c1ccc(N(C)Cc2ccc(C(F)(F)F)cc2)nc1,29,16
COc1ccc(/C=C/c2c([N+](=O)[O-])c(=O)n(C)c(=O)n2C)c(OC)c1,-17,47
c1csc(CNc2ccc3c(c2)OCCO3)c1,-8,4
COc1cc(OC)cc(-c2nnc(NC(=O)CCS(=O)(=O)c3ccc(F)cc3)o2)c1,-26,32
Cc1c(N2C(=O)CSC2=S)c(=O)n(-c2ccccc2)n1C,-16,27
CNC[C@H](CC1CCCCC1)NC[C@H](Cc1ccccc1)NCCC12CC3CC(CC(C3)C1)C2,25,12

A few values from the list:
Value of COc1cc(OC)cc(-c2nnc(NC(=O)CCS(=O)(=O)c3ccc(F)cc3)o2)c1 under OX1R antag-1: -26
Value of Cc1c(CCOC(=O)c2cc([N+](=O)[O-])ccc2Cl)sc[n+]1CCCCS(=O)(=O)[O-] under OX1R antag-1: -12
Value of Cc1ccc(/C=N/NC(=O)CSc2nc3nc(C)cc(C)n3n2)cc1 under OX1R antag-2: 37
Value of COc1ccc(C)c(NC(=O)C2CC(=O)NC3=C2C(=O)CCC3)c1 (centres undefined) under OX1R antag-1: -9
Value of Cc1cc(NCCCn2ccnc2)n2ncc(-c3ccc(Cl)cc3)c2n1 under OX1R antag-1: -10

Ordered by value in OX1R antag-2 (rising): some entries from above
compound,OX1R antag-1,OX1R antag-2
COc1ccc(C(C)=O)cc1CSc1nnc(-c2ccncc2)o1,-20,-2
Cc1ccc(C(=O)NNC(=O)c2cc3ccccc3cc2O)cc1,-17,4
CCCN(C(=O)c1cccc(S(=O)(=O)N2CCCc3ccccc32)c1)C1CCS(=O)(=O)C1 (centres undefined),-4,10
O=C(CCC(=O)c1ccc(Br)cc1)Nc1cccc(C(F)(F)F)c1,-23,14
Cc1cc(=O)n(-c2ccccc2Cl)[nH]1,-11,30
COc1cc(OC)cc(-c2nnc(NC(=O)CCS(=O)(=O)c3ccc(F)cc3)o2)c1,-26,32

Molecules listed so far that contain a cyano group:
compound,OX1R antag-1,OX1R antag-2
N#CCSc1nnc(SCC#N)s1,13,2
CSC1=C(C#N)C(=O)NC(c2ccc(Cl)cc2)S1 (centres undefined),-3,1
COc1ccc(C2C(C#N)=C(N)N(c3cccnc3)C3=C2C(=O)CC(C)(C)C3)cc1OC (centres undefined),-16,7
CN(CCC#N)C(=S)NC(=O)c1ccc(S(=O)(=O)N2CCOCC2)cc1,5,-7
N#Cc1c(N)sc(=S)c2c1CCN(Cc1ccccc1)C2,-8,40
N#Cc1ccsc1NC(=O)c1ccccn1,-7,1

New compounds follow
Second line of a record: OX1R antag-1, OX1R antag-2
> COC(=O)c1ccc(Cn2nc(C)c(Cl)c2C)o1
 : -17, -1
> OCc1nc2ccccc2n1CCCOc1ccc(Br)cc1
 : -27, 19
> O=C(c1ccccc1C(=O)N1CCN(c2ccccc2)CC1)N1CCN(c2ccccc2)CC1
 : -28, 11
> CC1(C)C(=O)OC(c2ccccc2)C(C)(C)C1=O (centres undefined)
 : -16, 14
> CN(CC1CCCN(CCc2ccc(Cl)cc2)C1)C(=O)c1ccoc1 (centres undefined)
 : -18, 9
> COC(=O)c1cc2ccc(OC)c(OC)c2c(=O)s1
 : -10, 69
> Cc1ccc(NC(=O)Cn2nc(C)c3ccccc3c2=O)cc1
 : -38, 32
> CCC(C)[C@H](N)c1nnc(SCC(=O)Nc2ccc(C)cc2C)o1 (some centres undefined)
 : -18, -1
> Cc1cc(C)cc(Nc2nc3ccc(C)cc3n3cnnc23)c1
 : -23, -2
> CNC(=O)c1ccc(CN(C)CC(=O)Nc2ccccc2C(=O)NC2CC2)cc1
 : -22, 3
> CCOc1ccccc1CNCCO
 : -6, 11
> COc1cc(NC(=O)CSc2nc(=O)n(CCN3CCOCC3)c3c2CCC3)cc(OC)c1
 : -19, 17
> CSc1ncccc1C(=O)Nc1ccc2c(c1)OCO2
 : -14, 2
> Cc1ccc(C)c(C(=O)CSc2nc(N)cc(=O)[nH]2)c1
 : 17, 5
> CCOc1nc(C)cc(C)c1S(=O)(=O)c1cccc(C)c1
 : -26, 26
> COC(=O)c1cc(NC(=O)Nc2ccccc2OC)cc(C(=O)OC)c1
 : -19, 16
> O=c1[nH]cnc2c1ncn2[C@@H]1O[C@H](COS(=O)(=O)O)[C@@H](O)[C@H]1O
 : 7, 4
> O=C1N(c2ccccc2C(F)(F)F)O[C@@]1(c1ccccc1)C1CCCC1
 : -19, 5
> COc1ccc(C(=O)N/N=C(\Cc2ncc[nH]2)c2ccccc2)cc1
 : 4, 1
> Cc1ccccc1NS(=O)(=O)c1cc(C(=O)NCCC2=CCCCC2)ccc1C
 : -11, 11

Second line of a record: OX1R antag-1, OX1R antag-2
> COc1ccc(CN2CN=C(Nc3nc4ccccc4s3)NC2)cc1
 : -26, 13
> Cc1ccc(C(=O)Nc2nc3ccccc3n3nnnc23)cc1
 : -24, 15
> COc1ccc(C(=S)NCS(=O)(=O)c2ccc(C)cc2)cc1
 : -19, 13
> CC1=C(C(=O)Nc2cc(C(=O)N3CCN(c4cccc(C)c4)C(C)C3)ccc2C)SCCO1 (centres undefined)
 : -8, 5
> Cc1ccc(C(=O)Nc2cccc(O)c2)cc1S(=O)(=O)N1CCCCCC1
 : -24, 49
> CCOP(=O)(c1ccccc1)C1(O)CCCCC1 (centres undefined)
 : 4, 13
> O=C(NCc1cccnc1)c1ccccc1NS(=O)(=O)c1ccc(F)cc1
 : -9, 11
> CCN(c1c(C)n(C)n(-c2ccccc2)c1=O)S(C)(=O)=O
 : -18, 11
> NS(=O)(=O)c1ccc(NNC(=O)c2sccc2Cl)cc1
 : -14, 3
> O=C(Nc1ccc2c(c1)OCCO2)c1ccco1
 : 1, 6
> COc1cc(C(=O)Nc2ccc([N+](=O)[O-])cn2)cc(OC)c1OC
 : -18, 17
> Cc1ccc(CONC(=O)/N=C/N(C)C)cc1
 : -4, 11
> Cc1cc(C)c2nc(SCCC#N)nc(C)c2c1
 : -25, 36
> COCCN1C(=O)c2cc(C(=O)Nc3ccc(OC)c(OC)c3)ccc2C1Nc1ccc(OC)c(OC)c1 (centres undefined)
 : -21, 7
> COc1ccc(-n2ncc3c2CC(C)(C)CC3NC(=O)c2oc(C)cc2C)cc1 (centres undefined)
 : -14, 10
> CC(=O)Nc1cccc(NC(=O)c2cccc(-c3ccc(O)cc3)c2)c1
 : -11, -5

Compound activity deposited in PubChem BioAssay by The Scripps Research Institute Molecular Screening Center.
